Source: PubChem (several laboratories)
Rin1-Abl PPI inh = inhibitors of Rin1-Abl protein binding, primary screen, biochemical, TR-FRET; Tyrosine-protein kinase ABL1 (Homo sapiens) + Ras and Rab interactor 1 (Homo sapiens), …; inhibition, % at 7.35 µM; 360,000 compounds, 0.4% hits; in the data active means inhibition above about 5%, passing the limit was not always enough
DNMT1 block = human DNMT1 methyltransferase inhibitors, primary screen, biochemical, molecular beacon, fluorescence, HinP1I cleavage, uHTS; 360,000 compounds, 0.83% hits; inhibition (reported as % activation of signal), % at 10 µM; DNA (cytosine-5)-methyltransferase 1 (Homo sapiens), P26358; AID 588458, 2011; in the data active means inhibition above about 50%
Neddyl block = inhibitors of cullin neddylation, primary screen, biochemical, TR-FRET, uHTS, NAE and Ubc12; NEDD8-conjugating enzyme Ubc12 (Homo sapiens) + NEDD8-activating enzyme E1 regulatory …; calls only at 25 µM; 360,000 compounds, 0.58% hits; in the data active means inhibition above about 36%
STEP inh = STEP phosphatase inhibitors, primary screen, biochemical, fluorescence intensity, uHTS; Tyrosine-protein phosphatase non-receptor type 5 (Homo sapiens), P54829; recombinant STEP, OMFP fluorogenic substrate; inhibition, % at 20 µM; 360,000 compounds, 0.25% hits; AID 588621, 2011;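 active means inhibition at 20 µM, scaled per plate between control wells, above about 37%, limit read from the data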;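 further: 0% = DMSO with enzyme and substrate and 100% = substrate only without enzyme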
Target sequence (P54829 whole entry, looked up): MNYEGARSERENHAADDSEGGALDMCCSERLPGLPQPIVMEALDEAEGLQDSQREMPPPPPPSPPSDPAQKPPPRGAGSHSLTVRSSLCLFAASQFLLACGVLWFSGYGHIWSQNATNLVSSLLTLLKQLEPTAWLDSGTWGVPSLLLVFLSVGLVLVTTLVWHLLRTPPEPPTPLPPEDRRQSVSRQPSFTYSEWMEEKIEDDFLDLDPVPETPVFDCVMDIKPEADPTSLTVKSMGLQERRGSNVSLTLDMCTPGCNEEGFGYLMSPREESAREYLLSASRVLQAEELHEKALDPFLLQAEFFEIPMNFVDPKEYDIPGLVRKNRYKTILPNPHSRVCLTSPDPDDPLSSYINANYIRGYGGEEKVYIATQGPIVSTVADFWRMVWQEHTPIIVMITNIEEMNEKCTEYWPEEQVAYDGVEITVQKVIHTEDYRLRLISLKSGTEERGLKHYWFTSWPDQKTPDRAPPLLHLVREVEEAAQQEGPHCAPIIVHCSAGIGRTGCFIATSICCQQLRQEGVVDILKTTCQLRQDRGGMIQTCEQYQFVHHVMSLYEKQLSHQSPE
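Assay system: isolated STEP enzyme / Timing: 20 min at room temperature, dark / Doses: 20 µM, 1% DMSO / Technique: fluorescence intensity, excitation 480 nm, emission 540 nm / Reagent: fluorogenic phosphatase substrate OMFP at 25 µM final / Measure: percent inhibition scaled to no-enzyme and uninhibited-enzyme controls, plate-pattern corrected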
Rpn11 block = Rpn11 (PSMD14) deubiquitinase inhibitors, primary screen, biochemical, fluorescence polarization, uHTS; 360,000 compounds, 0.59% hits; AID 588493, 2011; human 26S proteasome, Ub4-pepOG fluorescence polarization; 20S core pre-blocked with epoxomicin; calls only at 20 µM; 26S proteasome non-ATPase regulatory subunit 14 (Homo sapiens), O00487;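 active means inhibition at 20 µM, scaled to each plate's controls, above about 33%, limit read from the data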
Target sequence (O00487 whole entry, looked up): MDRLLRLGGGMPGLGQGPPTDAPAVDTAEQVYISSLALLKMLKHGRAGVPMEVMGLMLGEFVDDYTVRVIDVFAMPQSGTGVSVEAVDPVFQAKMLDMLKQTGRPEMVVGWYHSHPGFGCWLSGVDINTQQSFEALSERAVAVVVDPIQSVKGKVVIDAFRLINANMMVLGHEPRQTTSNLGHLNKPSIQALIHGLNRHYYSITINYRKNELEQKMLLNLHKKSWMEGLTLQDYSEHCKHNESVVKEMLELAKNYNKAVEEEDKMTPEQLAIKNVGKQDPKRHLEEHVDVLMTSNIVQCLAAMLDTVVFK
CSN inh = inhibitors of CSN-mediated cullin deneddylation, primary screen, biochemical, fluorescence polarization, uHTS | Purified CSN, SCF-Nedd8-OG deneddylation | inhibition, % at 12.5 µM | 360,000 compounds, 0.38% hits | AID 651999, 2013;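 active means pattern-corrected inhibition above about 35%, with an unprinted fluorescence ratio check between 0.5 and 1.5, limit read from the data, passing the limit was not always enough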;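 further: 0% = enzyme with substrate and 100% = substrate without enzyme; some results filed as inactive read as strong as hits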
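Assay system: HEK293T-derived human Csn5 enzyme; quantity: 0.24 nM enzyme; medium: Tris/NaCl/DTT buffer, pH 7.5; also added: substrate SCFSkp2-Nedd8OG, 10 nM; doses: 12.5 µM compound; schedule: 90 min reaction at room temperature; signal: FP; read-out: % inhibition of substrate cleavage by Csn5; benchmarks: substrate-only high control, full reaction low control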
NadD block = inhibitors of S. aureus NadD, primary screen, biochemical, colorimetric, uHTS; 360,000 compounds, 0.78% hits; AID 602399, 2012; purified NadD enzyme, colorimetric absorbance read-out; inhibition, % at 20 µM; in the data active means inhibition above about 26%; further: some compounds past the cut are filed as inactive
LMPTP block = LMPTP phosphatase inhibitors, primary screen, biochemical, fluorescence intensity, uHTS. Low molecular weight phosphotyrosine protein phosphatase (Homo sapiens), P24666. recombinant LMPTP-A, OMFP fluorogenic substrate. inhibition, % at 20 µM. 360,000 compounds, 0.22% hits;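 active means compounds that cut the enzyme signal by at least half of the control window in the single-dose screen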;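 further: plate controls were DMSO wells with enzyme plus substrate for no effect and substrate without enzyme for full effect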
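Material: LMPTP-A; amount: 0.625 nM enzyme; doses: single 20 µM dose; times: reaction 50 min, room temperature, dark; technique: fluorescence intensity of OMFP turnover product; benchmarks: no-enzyme and uninhibited controls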
SUMO1-SIM PPI = modulators of SUMO1 protein-protein interactions, primary screen, biochemical, uHTS. SUMO1 binding to a labelled peptide, TR-FRET, 1 h. inhibition, % at 20 µM. 360,000 compounds, 0.33% hits. AID 602429, 2012; in the data active means inhibition above about 37%
Target sequence (P63165 whole entry, looked up): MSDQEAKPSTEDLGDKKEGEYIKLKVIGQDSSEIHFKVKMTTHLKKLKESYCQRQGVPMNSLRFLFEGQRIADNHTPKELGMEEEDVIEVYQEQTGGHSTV
Scp1 inh = Scp-1 phosphatase inhibitors, primary screen, biochemical, colorimetric, uHTS. Recombinant Scp1, phosphopeptide, malachite green phosphate absorbance. inhibition, % at 20 µM. 340,000 compounds, 0.88% hits;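 active means inhibition above about 50% at 20 µM, limit read from the data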;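 further: plate controls were DMSO wells with enzyme for no effect and wells lacking enzyme for full effect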
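Incubation: 45 min enzyme reaction at room temperature / System: truncated SCP-1 phosphatase (76-261aa) / Reagent: Phospho 17-mer peptide substrate / Buffer or medium: Acidic Tris acetate buffer with magnesium and detergent / Signal: absorbance at 630 nm / Doses: one concentration, 20 µM, with 1.0% DMSO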
The depositor's hits bear a star; i = inactive; . = no result given; + = active, no number.

SMILES	Rin1-Abl PPI inh	DNMT1 block	Neddyl block	STEP inh	Rpn11 block	CSN inh	NadD block	LMPTP block	SUMO1-SIM PPI	Scp1 inh
O=C(NNC(=O)c1cccc2ccccc12)c1cccc(Br)c1	2	1	i	-1	i	-3	-2	-2.2	-17	-10
O=[N+]([O-])c1ccccc1-c1nc(-c2ccc(Br)o2)no1	0	0	i	2	i	-15	-5	1.3	1	-3
COc1ccccc1Oc1nc2c(c(=O)n(Cc3ccccc3F)c(=O)n2C)n1C	1	-3	i	-2	i	0	2	-0.2	3	68*
CC(C)(C)c1csc(NC(=O)c2ccc3nccnc3c2)n1	1	-18	i	2	i	5	9	0.2	-18	6
CC(=O)NC(c1cccc(F)c1)c1nc(-c2cc3ccccc3o2)cs1 (stereo not given)	-1	-5	i	1	i	5	-10	1.4	-10	.
Cc1ccc(OCCNC(=O)c2cccc(S(=O)(=O)NCc3ccccc3)c2)cc1	1	-2	i	0	i	-3	-6	1.4	-4	-10
CC(CCc1ccccc1)NC(=O)c1ccc(NC(=O)c2ccc(Cl)cc2Cl)cc1 (stereo not given)	-1	16	i	6	i	2	5	0.1	0	-8
CCC(C)(C)n1nnnc1C(c1ccc(OC)c(OC)c1)N1CCN(C(=O)c2ccco2)CC1 (stereo not given)	2	2	i	-3	i	-1	1	-0.8	23	-2
Cc1ccc(/C=C2\SC(=S)N(CCCC(=O)NNC(=O)c3ccccc3O)C2=O)cc1	-1	-1	i	1	+	4	27	2.0	5	-6
CCOC(=O)c1c(NC(=O)CSc2nnc(-c3ccccc3C)n2C)sc(C(C)=O)c1C	-1	-17	i	4	i	5	26	1.2	-9	7
CN1CCN(C(=O)C(N)Cc2ccccc2)CC1 (stereo not given)	2	3	i	-1	i	3	5	-2.7	-2	-13
CCOC(=O)CSc1n[nH]c(NC(=O)c2cccc(C)c2)n1	1	1	i	1	i	3	-2	-2.8	-1	-4
CCc1ccc(C(=O)CSc2n[nH]c(C)n2)cc1	0	-2	i	0	i	1	4	-0.4	-1	0
Cc1cccc(NC(=O)COc2ccc3oc4c(c3c2)CCCC4)n1	2	-3	i	4	i	5	0	-1.1	-3	-8
O=C(/C=C/Nc1ccc(F)c(F)c1)c1cccs1	4	-2	i	6	i	0	-1	1.5	-19	-8
CCc1nc2c(OCc3ccc(C(F)(F)F)cc3)cccn2c1N(C)C(=O)c1ccc(OC)cc1	-2	-6	i	4	i	2	13	7.2	2	.
O=C(NCc1cc(C(F)(F)F)cc(C(F)(F)F)c1)C1CC(c2cccc(F)c2)=NO1 (stereo not given)	4	2	i	0	i	-4	-2	2.5	2	1
Cc1ccc(C(=O)NC(=S)Nc2cccnc2Cl)cc1	-2	-2	i	6	i	0	2	-1.1	19	-10
CCOc1cccc(-c2c(C(=O)N/N=C/c3cccs3)nnn2-c2nonc2N)c1	-2	14	i	1	i	1	2	1.3	-16	23
C=CCSc1nnc(CSc2nc3sc4c(c3c(=O)[nH]2)CCCC4)n1-c1ccccc1	-2	3	i	-3	i	3	15	1.1	9	16
O=C(NCc1ccccc1)C(c1ccc(-c2ccccc2)cc1)N1CCN(CCN2CCOCC2)CC1 (stereo not given)	.	.	i	.	.	1	.	-1.2	6	.
COc1ccc(CN2CCN(C(=O)CC(C)C)CC2)cc1	-1	0	i	-2	i	2	-7	-3.0	1	-10
Cn1c(N2CCCCC2)nc2c1c(=O)[nH]c(=O)n2C	1	2	i	-4	i	1	-1	-1.1	1	-2
COC(=O)c1ccc(NS(=O)(=O)c2c(C)[nH]c(C)c2C(=O)N2CCCC2)cc1	3	1	i	1	i	-4	0	-1.1	-1	-5
CCCc1nc2ccccc2c(=O)n1/N=C/c1ccccc1O	-2	7	i	1	i	-1	-1	-0.5	-1	-7
O=C(c1ccccc1)c1ccc(C(=O)N2CCCC(C(F)(F)F)C2)cc1 (stereo not given)	1	-1	i	-1	i	3	-1	-0.6	0	-6
Cc1csc2ncnc(N3CCN(C(=S)Nc4ccc(F)cc4F)CC3)c12	-4	-2	i	5	i	6	-5	-0.3	-3	-10
CCNC(=O)N1CCN(S(=O)(=O)c2ccc3c(c2)OCCCO3)CC1	-1	2	i	0	i	-1	-2	-0.9	3	-9
CC(=O)Nc1ccc2c(c1)C(=Nc1cccc(C)c1)c1ccccc1-2	-9	0	i	-1	i	0	-8	2.3	-26	-18
NC(=O)C(=O)N/N=C/c1c2ccccc2cc2ccccc12	-7	6	.	-1	+	77	3	0.7	-11	2
NC(=O)c1ccc(OCC(F)(F)F)nc1	-3	3	i	-4	i	0	1	-2.2	9	-11
O=C(COc1ccc(Cl)cc1)Nc1ncc([N+](=O)[O-])s1	2	-1	i	4	i	-1	-2	0.1	-19	-8
Cc1cc(C(F)F)n2nc(C(=O)Nc3sc4c(c3C(N)=O)CCC4)nc2n1	-1	26	i	4	i	-1	10	12	10	61*
O=C(C[C@H]1C[C@H](C(=O)N2CCOCC2)[C@@]2(CCC3CCCC3)c3[nH]c4ccc(Cl)cc4c3CCN2C1=O)NCCN1CCOCC1	-2	-4	i	5	i	2	-4	-10	-2	-4
COc1ccc(OCCCC(=O)N2CCN(S(=O)(=O)c3cccc(F)c3)CC2)cc1	-2	-1	i	2	i	0	-7	-0.4	2	-5
O=C(CCS(=O)(=O)c1ccc(Br)s1)NCc1ccccc1	-4	14	i	-1	i	1	4	-2.4	1	-1
O=C(Nc1cccc(Oc2ccccc2)c1)C1Cc2c(-c3ccccc3)ccnc2O1 (stereo not given)	0	-7	i	-3	i	-1	3	3.6	-5	.
CCCCC(=O)Nc1cc([N+](=O)[O-])ccc1F	0	8	i	-3	i	-5	-7	-0.7	-13	-10
C[C@H](CO)N1C[C@H](C)[C@@H](CN(C)Cc2ccc(C(F)(F)F)cc2)OCc2cnnn2CCCC1=O	0	3	i	-2	i	-6	-1	-2.2	1	.
CC(=O)NC(Cc1ccc(F)c(F)c1)C(=O)NC1CCN(c2c(Cc3ccccc3)c(C)nc3ncnn23)CC1 (stereo not given)	1	11	i	2	i	-5	0	-0.3	-1	3
CC(NC(=O)Cc1ccc(Br)cc1)c1ccccc1 (stereo not given)	-4	-2	i	-2	i	-1	-5	0.3	-2	-5
COc1cccc(C2CC(C(F)(F)F)n3ncc(C(=O)NCc4ccco4)c3N2)c1 (stereo not given)	7	-9	i	-2	i	-3	-1	0.5	-2	-6
CCOC(=O)N1CCN(Cc2nc3c(c(=O)n(C)c(=O)n3C)n2CCC(C)C)CC1	1	-3	i	1	i	-4	0	-1.3	-5	-12
CCOc1ccccc1N1CCN(C(=O)c2cc3ccccc3cc2OC)CC1	-3	-2	i	2	i	-2	-3	1.1	-3	-8
CC(C)[C@H]1COCCS(=O)(=O)N1Cc1ccccc1-c1ccccc1	1	-2	i	0	i	-5	-9	0.4	2	-7

5 entries out of the list above, arranged by the number in Scp1 inh, falling.
SMILES	Rin1-Abl PPI inh	DNMT1 block	Neddyl block	STEP inh	Rpn11 block	CSN inh	NadD block	LMPTP block	SUMO1-SIM PPI	Scp1 inh
O=C(CCS(=O)(=O)c1ccc(Br)s1)NCc1ccccc1	-4	14	i	-1	i	1	4	-2.4	1	-1
COc1ccc(OCCCC(=O)N2CCN(S(=O)(=O)c3cccc(F)c3)CC2)cc1	-2	-1	i	2	i	0	-7	-0.4	2	-5
CC(C)[C@H]1COCCS(=O)(=O)N1Cc1ccccc1-c1ccccc1	1	-2	i	0	i	-5	-9	0.4	2	-7
CCCCC(=O)Nc1cc([N+](=O)[O-])ccc1F	0	8	i	-3	i	-5	-7	-0.7	-13	-10
CCOC(=O)N1CCN(Cc2nc3c(c(=O)n(C)c(=O)n3C)n2CCC(C)C)CC1	1	-3	i	1	i	-4	0	-1.3	-5	-12

Further structures.
SMILES	Rin1-Abl PPI inh	DNMT1 block	Neddyl block	STEP inh	Rpn11 block	CSN inh	NadD block	LMPTP block	SUMO1-SIM PPI	Scp1 inh
O=C(Nc1cccnc1)c1cc2c(s1)-c1ccccc1OC2	0	-8	.	-1	i	1	7	2.6	-18	0
CC(C)CNS(=O)(=O)c1ccc(CCC(=O)NCc2ccc(Cl)cc2)cc1	0	-3	i	-1	i	4	-5	-0.3	8	-9
CCOC(=O)c1sc2nc(C)cc(C)c2c1NC(=O)c1ccco1	-1	1	i	1	i	0	-2	-0.7	-5	1
Cc1cc(S(=O)(=O)NCCN2CCOCC2)ccc1Cl	1	0	i	26	i	6	-1	-1.3	1	-2
CC(NC(=O)COC(=O)CN1C(=O)C2CCCCC2C1=O)c1ccccc1 (stereo not given)	0	5	i	2	i	-2	-1	1.1	-3	-8
NC(=O)c1ncn([C@@H]2O[C@H](CNCc3ccccc3OCc3ccc(Cl)cc3Cl)[C@@H](O)[C@H]2O)n1	0	2	i	-1	i	4	-6	-1.1	-2	-14
O=C(COC(=O)C12CC3CC(CC(Br)(C3)C1)C2)Nc1cccc(S(=O)(=O)N2CCOCC2)c1	2	-20	i	-2	i	0	-10	1.2	2	-12
CCCNC(=O)C(=O)NCCC1=CCCCC1	1	1	i	-8	i	3	4	-1.1	0	-13
c1cc(-c2sc(-c3ccncc3)c(-c3ccncc3)c2-c2ccncc2)ccn1	-3	-3	i	1	i	4	8	2.3	-9	-7
Cc1ccc(N2C(=O)CSC23C(=O)Nc2ccccc23)cc1 (stereo not given)	4	1	i	5	i	-4	4	0.1	1	3
CC(C(N)=O)N1C(=O)C2C3C=CC(C3)C2C1=O (stereo not given)	2	4	i	-5	i	-1	1	-0.7	4	0
CCCCCOc1ccc(C2C(C(=O)c3ccc(C)o3)=C(O)C(=O)N2c2cc(C)on2)cc1 (stereo not given)	2	12	i	4	i	9	28	50*	4	-22
COc1ccc(NC(=O)c2cccs2)cc1O	-1	4	i	-1	i	0	-5	-0.7	0	0
Cc1cnc(C(=O)Nc2nccs2)cn1	2	2	i	-3	i	-1	-2	-0.1	4	1
CC(C)(C)C1CCc2c(sc(NC(=O)CSc3ncn[nH]3)c2C#N)C1 (stereo not given)	0	4	i	11	i	9	22	3.0	-1	22
